Screening data (PubChem)
HCV core dimer = blocks dimerization of HCV core protein | TR-FRET GST/Flag-core106 dimerization, 1536-well | inhibition, % at 5 µM | 0.33% of 300,000 active | AID 1899;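 active = inhibition above the mean of all tested compounds plus 3 SD, set per screening campaign, cut at about 45% in these data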
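System: GST-tagged and Flag-tagged HCV core protein residues 1-106 / Input: core106 proteins, GST 13.5 nM and Flag 17 nM / Buffer or medium: KF-containing HEPES buffer, pH 7.45, DTT, CHAPS, BSA / Probe or stimulus: Eu-anti-GST and XL665-anti-Flag labelled anti-tag antibodies / Schedule: 4 h, 22.5 °C incubation / Technique: TR-FRET 671 and 617 nm emission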
CTSL1 counter = blocks F. hepatica cathepsin L1 in PFM18AAP counter-screen; recombinant F. hepatica cathepsin L1, Z-Leu-Arg-MCA fluorescence; inhibition, % at 5.96 µM; 0.49% of 300,000 active; AID 1906;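 active = inhibition above the mean of all tested compounds plus 3 SD, set per screening campaign, cut at about 17% in these data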;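 note: 0% = plate median of test compound wells and 100% = 1 µM Z-Phe-Ala-diazomethylketone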
PP1 inh = PP1-alpha (human) inhibition in PP5 counter-screen. purified PP1alpha, OMFP fluorescence. inhibition, % at 6.7 µM. 0.9% of 320,000 active;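 active = inhibition above the mean inhibition of all tested compounds plus 3 SD, computed separately for each screening campaign, cut at about 15% in these data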
Target sequence (P62136 whole entry, looked up): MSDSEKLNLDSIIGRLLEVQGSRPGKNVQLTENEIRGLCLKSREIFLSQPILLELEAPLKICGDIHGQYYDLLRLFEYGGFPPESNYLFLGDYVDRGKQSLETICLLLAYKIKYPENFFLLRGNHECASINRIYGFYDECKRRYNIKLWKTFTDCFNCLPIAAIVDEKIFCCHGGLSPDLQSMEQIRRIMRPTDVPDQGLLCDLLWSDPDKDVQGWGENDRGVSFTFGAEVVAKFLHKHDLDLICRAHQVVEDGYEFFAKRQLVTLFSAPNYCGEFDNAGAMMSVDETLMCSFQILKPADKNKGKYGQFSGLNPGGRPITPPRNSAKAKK
procasp7 counter = activates human procaspase-7, counter-screen for procaspase-3 activators; P55210; recombinant procaspase-7, Ac-DEVD-pNA absorbance 405 nm; D23A/D198A/D206A triple mutant, cannot self-cleave; scale: DMSO 0, 5 µM enzyme 100; activation, % at 8.5 µM; 0.093% of 330,000 active;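 active = percent activation above the screen-wide mean plus 3 SD, cut at about 25% in these data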
Target sequence (P55210 whole entry D23A/D198A/D206A): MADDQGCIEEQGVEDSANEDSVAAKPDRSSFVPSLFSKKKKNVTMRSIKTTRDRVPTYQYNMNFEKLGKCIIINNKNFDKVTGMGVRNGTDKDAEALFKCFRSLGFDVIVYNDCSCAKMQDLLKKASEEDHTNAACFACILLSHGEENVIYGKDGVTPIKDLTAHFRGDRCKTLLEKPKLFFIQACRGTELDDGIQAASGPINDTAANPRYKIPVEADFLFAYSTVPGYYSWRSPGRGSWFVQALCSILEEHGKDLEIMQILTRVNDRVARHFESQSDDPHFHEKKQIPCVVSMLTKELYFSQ
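Test system: Procaspase-7 triple mutant (PC-7 D3A). Also added: Ac-DEVD-pNA substrate, 400 µM as added. Schedule: 1 h enzyme–compound preincubation and 2 h substrate reaction, both 25 °C. Signal: p-Nitroaniline absorbance at 405 nm, read at 0 and 120 min. Control set: low DMSO alone, high DMSO plus 5 µM PC-7.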
proCasp3 act = procaspase-3 (human) activation; 0.11% of 330,000 active; recombinant procaspase-3 D3A, Ac-DEVD-pNA absorbance 405 nm; activation, % at 8.5 µM; P42574;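 active = activation above the mean of all tested compounds plus 3 SD, cut at about 21% in these data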;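 note: 0% = DMSO alone and 100% = DMSO wells spiked with extra 5 µM PC-3 D3A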
Target sequence (P42574 whole entry D9A/D28A/D175A): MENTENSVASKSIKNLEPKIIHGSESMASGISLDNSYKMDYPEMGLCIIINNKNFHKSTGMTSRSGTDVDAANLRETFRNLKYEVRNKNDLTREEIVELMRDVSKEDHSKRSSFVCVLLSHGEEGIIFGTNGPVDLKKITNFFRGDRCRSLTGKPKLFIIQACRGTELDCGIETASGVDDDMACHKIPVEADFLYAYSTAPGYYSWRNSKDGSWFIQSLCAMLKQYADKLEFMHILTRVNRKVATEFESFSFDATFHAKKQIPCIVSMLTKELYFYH
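Assay system: Procaspase-3 D3A mutant, all three cleavage aspartates alanine. Buffer or medium: Zinc-free HEPES saline buffer with Triton X-100. Times: 1 h compound preincubation, 2 h substrate hydrolysis at 25 °C. Measured by: 405 nm absorbance of p-nitroaniline, reads at 0 and 120 min. Read-out basis: percent activation relative to control range. Replicates: singlicate.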
PP5 primary = blocks human protein phosphatase 5 activity; P53041; purified PP5c, OMFP substrate fluorescence; inhibition, % at 6.7 µM; 0.18% of 320,000 active; AID 1987;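 active = inhibition above the campaign's mean inhibition across all tested compounds plus 3 SD, cut at about 9.5% in these data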;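 note: 0% = DMSO only and 100% = 100 µM cantharidin control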
GRK2 aptamer HTS = blocks RNA aptamer binding to human GRK2 | AID 488847 | bead flow cytometry, FAM-aptamer displacement from GRK2 | 0.59% of 330,000 active | inhibition of aptamer binding, % at 10 µM | P25098;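 active = inhibition of aptamer binding above 40%, roughly 3 SD of noise, on plates passing a quality check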;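 note: median bead fluorescence of bound FAM aptamer so fluorescent compounds give negative values; no value below 0 was filed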
VLA-4 inh = inhibition in a human VLA-4 binding assay. VLA-4 expressing cells, ligand binding flow cytometry. 0.2% of 330,000 active. inhibition, % (about 7 µM as worked out from the volumes in the protocol); in the data active = inhibition above about 50%
GASC-1 inh = inhibitors of human GASC-1 (JMJD2C) demethylase. Q9H3R0. GST-JMJD2C(1-420) H3K9me3 demethylation, DELFIA europium. inhibition, % at 2.35 µM. 0.069% of 330,000 active. AID 2099;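 active = more than half of a compound's replicate wells show inhibition beyond 50%, single wells judged on their own value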;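 note: signal counts dimethyl H3K9 product captured on neutravidin plate; 0% = median of DMSO wells and 100% = 0.3 times that DMSO median; strong numbers were not always called active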
An asterisk follows results filed as active; nt = not tested or not shown.

SMILES	HCV core dimer	CTSL1 counter	PP1 inh	procasp7 counter	proCasp3 act	PP5 primary	GRK2 aptamer HTS	VLA-4 inh	GASC-1 inh
CCOC(=O)C1CCCn2c1nc1sc3c(c1c2=O)CCCC3 (stereo not drawn)	6	0	-2	4	-16	1.6	0	25	-6
NC(=O)C1CCN(C(=S)c2cccs2)CC1	-5	2	-1	1	3	0.2	0	1	31
O=c1c(F)cn(C2CCCO2)c(=O)n1Cc1ccccc1F (stereo not drawn)	1	-2	0	-6	5	2.6	0	-60	-2
CCOc1ccc(OCC)c(NC(=O)CSc2nnc(C3CC3)n2CC)c1	8	1	-1	5	6	0.5	2	8	18
COc1cccc(NC(=O)CN(C)C(=O)CSc2ccc3c(c2)OCCO3)c1	nt	nt	0	6	3	2.0	0	11	2
NC(=O)C1CCN(CC(=O)Nc2cc(S(=O)(=O)N3CCOCC3)ccc2N2CCCC2)CC1	nt	nt	-1	0	-2	2.2	0	13	-1
COc1ccc(-c2noc(CCCC(=O)NCc3ccco3)n2)cc1OC	0	-2	0	-6	1	-1.1	0	4	-8
COc1ccc(C(C)C)cc1S(=O)(=O)NC1CCCC1	-9	-5	0	-2	0	2.1	1	11	2
CCN(CCn1cccn1)C(=O)c1ccc(OC2CCN(C(=O)COC)CC2)cc1	10	-2	-3	-1	5	1.2	2	3	-13
CC1(OC(=O)C2CCCC2)C(=O)C=C2C=C(c3ccsc3)N(C3CCCCC3)C=C2C1=O (stereo not drawn)	16	0	10	-11	-8	6.0	6	-6	-7
CC(C)Oc1ccc(Oc2ccc(C(F)(F)F)cn2)cc1	1	3	2	-2	-2	-2.7	0	1	-6
COc1ccccc1N1CCN(/N=C\c2ccccc2)CC1	-8	0	-3	-5	-6	-1.6	0	3	-1
CC1=CC(c2ccccc2)n2nc(N3C(=O)C4CC=CCC4C3=O)nc2N1 (stereo not drawn)	-3	-1	-2	6	-11	-0.4	14	9	-12
Cc1cc(NC(=O)CSc2nnc3ccc(-c4ccc(F)cc4)nn23)no1	1	0	-6	-2	7	-0.2	2	-9	10
COc1ccc2[nH]c3c(c2c1)CCN1C(=O)N([C@@H](C)C(=O)NCC2CCCO2)C(=O)[C@]31C (stereo partly drawn)	3	-2	-3	-5	2	2.1	0	-15	-3
O=C(CSCc1cnn(-c2ccccc2)c1-n1cccc1)NCc1cccs1	7	1	4	-4	1	5.6	0	-3	10
CC(OC(=O)/C(C#N)=C/c1ccc(N(C)C)cc1)C(=O)NCc1ccco1 (stereo not drawn)	17	9	8	-2	-1	-0.9	2	-1	2
Cc1ccc[n+](C(C)C(=O)c2ccc(-c3ccccc3)cc2)c1 (stereo not drawn)	-3	0	-2	-1	-2	0.6	0	8	7
CCOc1ccccc1NC(=O)CSc1nnnn1-c1ccccc1	0	0	-2	8	7	1.4	3	7	-3
CC(C)NC(NC(=O)/C=C/c1ccccc1)C(Cl)(Cl)Cl (stereo not drawn)	-1	-2	-3	7	1	0.1	0	-6	25
O=C(NCCCNC(=O)c1ccccn1)c1ccccn1	1	0	-4	-4	2	-0.4	0	3	-1
COc1ccc(OC)c(NC(=O)C2CCCNC2=O)c1 (stereo not drawn)	3	0	1	-2	-8	-1.8	0	-24	4
O=C(CCC(=O)c1cccs1)Nc1ccccc1F	-7	-5	-1	3	1	0.1	2	4	4
COc1ccc(NCC(=O)N/N=C2\CCc3ccccc32)cc1	15	1	3	3	4	0.6	2	4	2
Fc1ccccc1N1CC(c2ccccc2)C(c2cccs2)=N1 (stereo not drawn)	-5	7	-2	4	2	0.2	0	0	-8

Reprinted from the results shown, 7 compounds:
SMILES	HCV core dimer	CTSL1 counter	PP1 inh	procasp7 counter	proCasp3 act	PP5 primary	GRK2 aptamer HTS	VLA-4 inh	GASC-1 inh
CCOc1ccccc1NC(=O)CSc1nnnn1-c1ccccc1	0	0	-2	8	7	1.4	3	7	-3
CC(C)NC(NC(=O)/C=C/c1ccccc1)C(Cl)(Cl)Cl (stereo not drawn)	-1	-2	-3	7	1	0.1	0	-6	25
O=C(NCCCNC(=O)c1ccccn1)c1ccccn1	1	0	-4	-4	2	-0.4	0	3	-1
COc1ccc(OC)c(NC(=O)C2CCCNC2=O)c1 (stereo not drawn)	3	0	1	-2	-8	-1.8	0	-24	4
O=C(CCC(=O)c1cccs1)Nc1ccccc1F	-7	-5	-1	3	1	0.1	2	4	4
COc1ccc(NCC(=O)N/N=C2\CCc3ccccc32)cc1	15	1	3	3	4	0.6	2	4	2
Fc1ccccc1N1CC(c2ccccc2)C(c2cccs2)=N1 (stereo not drawn)	-5	7	-2	4	2	0.2	0	0	-8

Next section
SMILES	HCV core dimer	CTSL1 counter	PP1 inh	procasp7 counter	proCasp3 act	PP5 primary	GRK2 aptamer HTS	VLA-4 inh	GASC-1 inh
Cn1ccnc1SCC(=O)Nc1ccc2c(c1)OC(F)(F)O2	2	-2	-5	8	-2	-2.3	0	18	0
CC(=O)OCC[C@H](NS(=O)(=O)OCC(Cl)(Cl)Cl)c1ccccc1	1	3	3	5	4	3.4	0	-10	121
COc1ccc(OCC(O)CNC(=O)c2ccc(Br)cc2)cc1 (stereo not drawn)	-7	-1	2	2	-9	1.8	0	11	8
C/C=C(/C(=C/C)c1ccc(O)cc1)c1ccc(O)cc1	6	-5	2	-10	0	4.7	2	36	8
CCOc1ccc(NC(=O)Nc2cccs2)cc1	0	3	-2	-2	-4	0.3	1	-2	1
Cc1ccc(OCc2nnc(NC(=O)c3ccco3)s2)c(C)c1	6	2	3	1	-1	0.1	1	13	-4
Cc1ccc(N(CC(O)CN2CCOCC2)S(=O)(=O)c2ccc3ccccc3c2)cc1 (stereo not drawn)	-7	0	3	2	6	2.9	0	23	9
Cc1cccc(OCC(=O)Nc2c3c(nn2C(C)(C)C)CS(=O)(=O)C3)c1	-3	4	-1	3	0	-0.4	0	-4	0
COc1ccccc1OCC(=O)NC1CCCCCC1	-2	-3	1	12	4	2.0	2	-2	3
COc1ccc(CNC(=O)c2noc3c2CCCC3)cc1	0	-5	-2	7	4	-1.3	1	-6	6
Cc1nnc(NCCN2CCOCC2)[nH]c1=O	-5	-2	-1	-9	-1	0.1	0	18	-11
Cc1noc(C)c1S(=O)(=O)N(C)C[C@H]1Oc2c(NS(=O)(=O)c3cn(C)cn3)cccc2C(=O)N([C@H](C)CO)C[C@@H]1C	nt	nt	nt	4	7	nt	2	-12	nt
CC(C)(C)NC(=O)c1oc2ccccc2c1COc1ccccc1	-4	2	2	5	2	-0.1	3	9	-4
Nc1c(-c2ccc(Cl)cc2)cnc2c(-c3ccccc3)cnn12	-7	-1	3	6	-1	0.7	0	6	6
Nc1cc(=O)[nH]c(SCCSc2ccccc2)n1	7	-3	-1	-5	-4	0.9	2	2	-5
CCCCn1c(N)c(N(CCC(C)C)C(=O)COC(=O)c2ccc([N+](=O)[O-])s2)c(=O)[nH]c1=O	nt	nt	nt	-3	-9	nt	0	-1	4
Cc1cccc(N(CC(=O)O)CC(=O)O)c1	-6	-5	0	-5	1	-2.6	3	7	-7
COC(=O)c1ccc(-c2ncc(-c3cccc4ccccc34)o2)cc1	5	1	2	23	6	-4.3	4	-1	10
Cc1ccc(S(=O)(=O)CC(=O)Nc2nc3ccccc3s2)cc1	2	0	4	6	14	2.1	4	2	-1
NNC(=O)CSc1nc(-c2ccccc2)nc2c1CCCC2	-4	-5	1	-9	8	3.8	2	-4	132
CCOC(=O)c1cnc2c(OC)cccc2c1Nc1ccc2c(c1)OCCO2	3	1	1	-3	-6	1.5	0	-8	4
CC1=C(C#N)CCC(=O)N1Cc1ccc(C)cc1	-2	-1	-4	7	2	-1.9	0	11	1
O=C(CCCOc1ccccc1)Nc1ccc(S(=O)(=O)Nc2ccccn2)cc1	22	1	-1	4	1	2.5	0	2	5
O=C(N/N=C/c1ccc(Cl)c([N+](=O)[O-])c1)c1cc(-c2ccc3c4c(cccc24)CC3)n[nH]1	13	-4	2	-3	-4	-3.4	0	14	3
Cc1cc(NC(=O)CSc2nc3ccccc3c(=O)n2C2CCCC2)no1	0	0	2	-15	1	0.2	2	17	-7
Going on with the list:
SMILES	HCV core dimer	CTSL1 counter	PP1 inh	procasp7 counter	proCasp3 act	PP5 primary	GRK2 aptamer HTS	VLA-4 inh	GASC-1 inh
CCOc1ccc(OCc2cccc(C(=O)N/N=C/c3cccnc3)c2)cc1	0	4	2	-4	0	2.6	0	3	4
Nc1nn(-c2ccccc2)c(N)c1N=Nc1cccc(F)c1	-6	1	0	-8	-4	4.7	1	11	0
CC(C)CCNC(=O)c1c(CSc2ccccc2)noc1C(=O)NCc1ccccc1	11	1	-1	-1	-9	3.0	0	2	15
O=c1cc(CO)oc(C(Nc2ccccn2)c2ccsc2)c1O (stereo not drawn)	3	0	0	-2	-1	1.2	2	3	2
CC(Oc1ccc(F)cc1)c1ccnc2nc(/N=C/N(C)C)nn12 (stereo not drawn)	1	4	1	3	2	3.0	1	3	-6
CC1CCCC(C)N1C(=O)COC(=O)C1CCN(S(=O)(=O)c2ccc3c(c2)OCCO3)CC1 (stereo not drawn)	3	-9	-5	10	-8	-1.5	3	0	-16
CCN(C(=O)C1CCCN(c2nc(-c3ccc(OC)cc3)no2)C1)c1ccc(OC)cc1 (stereo not drawn)	-1	3	-2	6	0	5.0	0	6	-8
CCOC(=O)c1ccc[n+](CC(=O)c2ccc(OC)cc2)c1	-6	-2	4	0	6	1.0	0	2	-1
CC(=O)c1c(C)[nH]c(C(=O)Nc2cccc(S(=O)(=O)N(C)C)c2)c1C	1	2	-2	2	-11	-1.2	0	-1	-5
Nc1nc(Nc2ccccc2)nc2ccccc12	1	0	-8	9	11	2.9	0	14	-2
COc1ccc(N2CC(C(=O)Nc3nnc(SCC(=O)NC(C)(C)C)s3)CC2=O)cc1 (stereo not drawn)	-3	0	-1	2	-2	-1.2	0	-2	6
Cc1onc(-c2c(Cl)cccc2Cl)c1C(O)c1ccc(F)cc1 (stereo not drawn)	3	0	1	3	2	1.9	5	-1	18
Cc1nnc(SC(C)C(=O)Nc2ccc(Cl)cn2)n1Cc1ccccc1 (stereo not drawn)	-6	0	0	1	2	0.6	3	6	-3
C=CCC1(O)C(=O)N2C(=C1C(=O)OCC)c1ccc3ccccc3c1CC2(C)C (stereo not drawn)	8	-11	0	0	2	-0.5	0	32	3
Cc1cc(C)cc(N(CC(=O)NC2CCCC2)C(=O)C2(C)CC(=O)N=C3C=CC=CN32)c1 (stereo not drawn)	2	-3	4	17	7	0.9	0	1	-8
CCOC(=O)C1CCCN(C(=O)c2ccc(C)cc2O)C1 (stereo not drawn)	-3	0	0	0	-4	-1.1	1	20	-2
O=C(NN=C1C2CC3CC(C2)CC1C3)c1ccncc1	-2	0	-3	4	2	0.8	3	-4	6
COc1ccc([N+](=O)[O-])cc1/C=N/NC(=O)CNC(=O)C(c1ccccc1)c1ccccc1	12	0	0	14	-7	0.4	2	-2	-2
Cc1cccc(OCc2ccc(C(=O)Nc3ccc(F)cc3)cc2)c1	14	-5	-4	6	-2	-0.4	1	12	-1
